Screening results from PubChem BioAssay.
Rhodamine autofl = compound autofluorescence in rhodamine spectral region. 0.05% of 59,000 active. Rhodamine-region fluorescence, 547/598 nm, Tris buffer; stronger effect = higher value. max dye-equivalent concentration, M; in the data active = max dye-equivalent concentration above about 11 nM; inconclusive = between about 1.1 nM and that limit
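Compounds in 100 mM Tris buffer, pH 8.0, were incubated 15 min at room temperature, then read at 547 nm excitation and 598 nm emission. Fluorescence was normalized against a per-plate six-point rhodamine standard curve as dye-equivalent concentration.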
ALOX15 inhib = blocks human 15-lipoxygenase activity | 1.4% of 74,000 active | purified 15hLO-1, xylenol orange hydroperoxide absorbance | AID 887 | P16050 | Potency, µM (top dose mostly 57.1 µM), inactives show top-dose activity change, negative = inhibition, most hits filed as inhibitors; note: potency is the fitted concentration of half-maximal effect; % is set by controls: 0 for no effect and ±100 for the full control effect; nearly all actives have a fitted effect of over 55% in size
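40 nM 15hLO-1 + cpd, 15 min RT; start w/ 50 uM AA (final), 6 min RT; stop/detect w/ 200 uM XO + 300 uM Fe(II) in 50 mM H2SO4, 30 min; A573/A405. Buffer 25 mM Hepes pH 7.5, 0.01% Triton X-100. No-enzyme wells as negative control.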
Hsp90 Hop PPI = changes Hsp90-Hop TPR2A binding signal, up or down; AlphaScreen TPR2A-His6 binding biotin-Hsp90 C-terminal peptide; Potency, µM (doses to about 57 µM), for inactives: top-dose activity change, negative = inhibition; 0.44% of 71,000 active; active = well fitted curve in either direction with a large enough effect; inconclusive = small, poorly fitted or top-dose-only effect, or another doubt; note: potency is the fitted concentration of half-maximal effect; % is set by controls: 0 for no effect and ±100 for the full control effect; many of its hits are not listed in these tables
Tau filament bind = tau filament binding. P10636. recombinant tau filaments, thioflavin S fluorescence, 15 h; filaments grown with octadecylsulfate alongside compound. Potency, µM (top dose mostly 57.1 µM), for inactives: at the highest dose activity change, negative = inhibition. 2% of 71,000 active;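 note: potency is the fitted concentration of half-maximal effect; % is set by controls: 0 for no effect and ±100 for the full control effect; actives lower thioflavin S fluorescence by blocking filaments or displacing dye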
Target sequence (P10636 whole entry, looked up): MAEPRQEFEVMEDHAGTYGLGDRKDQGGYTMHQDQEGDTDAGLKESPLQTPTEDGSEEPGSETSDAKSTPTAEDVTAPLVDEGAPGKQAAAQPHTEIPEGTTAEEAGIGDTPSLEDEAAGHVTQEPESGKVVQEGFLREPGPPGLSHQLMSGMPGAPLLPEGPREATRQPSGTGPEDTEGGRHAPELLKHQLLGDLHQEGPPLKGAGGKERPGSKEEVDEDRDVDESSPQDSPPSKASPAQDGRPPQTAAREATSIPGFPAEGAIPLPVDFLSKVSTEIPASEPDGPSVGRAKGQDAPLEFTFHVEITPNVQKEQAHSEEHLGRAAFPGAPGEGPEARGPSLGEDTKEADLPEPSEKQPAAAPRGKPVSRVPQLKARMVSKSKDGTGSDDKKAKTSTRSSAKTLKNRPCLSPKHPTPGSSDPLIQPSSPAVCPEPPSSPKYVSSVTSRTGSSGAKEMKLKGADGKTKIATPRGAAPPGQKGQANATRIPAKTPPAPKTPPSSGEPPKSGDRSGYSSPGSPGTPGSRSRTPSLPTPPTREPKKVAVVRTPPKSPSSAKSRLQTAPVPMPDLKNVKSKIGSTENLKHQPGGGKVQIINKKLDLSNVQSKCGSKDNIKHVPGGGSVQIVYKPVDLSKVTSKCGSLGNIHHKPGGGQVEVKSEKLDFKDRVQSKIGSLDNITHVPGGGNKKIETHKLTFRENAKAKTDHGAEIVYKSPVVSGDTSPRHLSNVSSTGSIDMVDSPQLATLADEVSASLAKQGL
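ThS-based fibril read: tau 1 uM final, inducer ODS 30 uM final, 37 C for 15 h, ex 450/em 510 nm.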
ERK AVP block = inhibitors of vasopressin-stimulated ERK signaling pathway. HEK293-V1b, vasopressin-stimulated pERK AlphaScreen. Potency, µM (highest dose often 57.5 µM), for inactives: at the top dose activity, negative = inhibition, actives largely listed as inhibitors. 0.99% of 72,000 active. AID 995; note: potency is the fitted concentration of half-maximal effect; % is set by controls: 0 for no effect and ±100 for the full control effect; nearly all actives have a fitted effect of over 55% in size
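Overnight-seeded V1b-HEK293 cells in 1% FBS got compound, then vasopressin (25 nM final, 5 min, 37C), then lysis buffer. AlphaScreen detection of phospho-ERK; activity normalized to basal and full-stimulation controls.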
DNA Pol III inh = DNA polymerase III holoenzyme inhibition | Potency, µM (titrated, usually from 57.1 µM), without a hit: at the highest dose activity change, negative = inhibition | AID 603 | reconstituted DNA polymerase III holoenzyme replication, biochemical | 0.25% of 71,000 active; note: potency is the fitted concentration of half-maximal effect; % is set by controls: 0 for no effect and ±100 for the full control effect
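Reconstituted *E. coli* holoenzyme (0.35 nM Pol III, 1 nM beta, 154 nM SSB, 2 nM primase) was preincubated with compound for 15 min at RT. Synthesis on 1.4 nM ssM13Gori ran 35 min, then was stopped with PicoGreen/EDTA and read as dsDNA fluorescence.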
Luciferase inh = firefly luciferase inhibition | P08659 | Potency, µM (doses to about 57.1 µM), without a hit: at the top dose activity change, negative = inhibition, most hits filed as inhibitors | AID 411 | purified firefly luciferase, luminescence, 8 min | 2.2% of 72,000 active; note: potency is the fitted concentration of half-maximal effect; % is set by controls: 0 for no effect and ±100 for the full control effect; nearly all actives have a fitted effect of over 40% in size
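qHTS concentration-response profiling: light output of P. pyralis luciferase with luciferin and 10 uM ATP, imidazole buffer pH 7.2. Read by luminescence after 8-min room-temperature incubation.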
HADH2 inh = inhibitors of human HADH2 dehydrogenase | recombinant HADH2, NADH fluorescence, beta-hydroxybutyryl-CoA | Q99714 | Potency, µM (series often up to 57.1 µM), without a hit: top-dose activity change, negative = inhibition, hits mostly inhibitors | 3.4% of 73,000 active | AID 886; note: potency is the fitted concentration of half-maximal effect; % is set by controls: 0 for no effect and ±100 for the full control effect; nearly all actives have a fitted effect of over 60% in size; many of its hits are not listed in these tables
Target sequence (Q99714 whole entry, looked up, one chain of several): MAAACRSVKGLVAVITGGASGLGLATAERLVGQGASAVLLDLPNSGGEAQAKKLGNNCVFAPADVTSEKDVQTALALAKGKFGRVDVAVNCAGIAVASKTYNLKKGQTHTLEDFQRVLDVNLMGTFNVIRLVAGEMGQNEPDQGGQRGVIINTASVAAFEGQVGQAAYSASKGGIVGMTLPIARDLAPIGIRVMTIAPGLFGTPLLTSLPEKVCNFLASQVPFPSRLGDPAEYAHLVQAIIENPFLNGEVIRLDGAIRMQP
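E. coli-expressed His-tagged HADH2 tested at 20 nM in alkaline Tris buffer (pH 9.0); oxidation of 90 uM beta-hydroxybutyryl-CoA with 1 mM NAD+ tracked fluorimetrically for 4 min.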
Texas Red fluor = Texas Red region autofluorescence | Compound fluorescence, Texas Red channel, 547/618 nm; stronger effect = higher value | max dye-equivalent concentration, M | 0.06% of 59,000 active | AID 587; in the data active = max dye-equivalent concentration above about 10 nM; inconclusive = between about 1.1 nM and that limit
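Spectral interference profiling: each compound concentration's relative fluorescence, read with a 547 nm excitation and 618 nm emission filter pair, was normalized to a per-plate Texas Red standard curve.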
CRE-bla Fsk = CRE-bla signaling modulation under forskolin stimulation | CHO CRE-bla reporter (cAMP response element driving beta-lactamase), forskolin EC10, beta-lactamase ratio | Potency, µM (top dose mostly 38.2 µM), inactives show at the top dose activity change, negative = inhibition, hits mostly activators | 2.5% of 71,000 active | AID 662; active = well fitted activation curve with a large enough effect in the signal ratio, with a control signal flat, not every such curve was filed as active; inconclusive = small, poorly fitted or top-dose-only effect, or effect the other way, or a change in a side signal; the % refers to the signal ratio; note: potency is the fitted concentration of half-maximal effect; % of control where 0% means no effect
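CHO CRE-bla cells, overnight plating in Opti-MEM with 0.5% dialyzed FBS; cpd titration + EC10 NKH 477, 3 h 37 °C; CCF4 2 h RT; ex 405/em 460 vs 530 ratio → %Activity, AC50.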
HBB splicing = hemoglobin beta splicing modulation | 0.06% of 65,000 active | Potency, µM (titrated, usually from 46.1 µM), for the others: at the highest dose activation, usual class: activators | HBB splicing reporter cell assay, activation; EGFP reporter with mutant IVS2-654 intron; response scale: normalised to 500 nM splice-correcting PNA | AID 925; note: potency is the fitted concentration of half-maximal effect; 0% is about no effect
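Compounds were applied for 2 days to HeLa EGFP-654 cells, 500/well in Optimem with 2% FCS. The reporter's EGFP is disrupted by mis-splicing of beta-globin intron IVS2-654. Readout: summed well GFP fluorescence from 488 nm laser scanning; reference was 500 nM antisense […] 654 PNA.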
Starred values were filed as active, the others as inactive; i = inactive; u = inconclusive; x = no result given; [ ] = another dose, or the depositor's remark. Unless noted, calls come from the whole dose curve; as a rule, active = well fitted curve in the direction sought with a large enough effect; inconclusive = small, poorly fitted or top-dose-only effect, or another doubt; inactive = no such curve, though single readings can be large; an effect the other way counts as inactive or inconclusive.

SMILES	Rhodamine autofl	ALOX15 inhib	Hsp90 Hop PPI	Tau filament bind	ERK AVP block	DNA Pol III inh	Luciferase inh	HADH2 inh	Texas Red fluor	CRE-bla Fsk	HBB splicing
CCOC(=O)N1CCN(C(=O)CN(c2ccc(C)c(C)c2)S(=O)(=O)c2ccccc2)CC1	x	-2%	0%	6%	33%[activator]	0%	1%	9%	x	-4%	0.5%[9.22 µM]
CCC(C)NC(=O)c1ccccc1NS(=O)(=O)c1ccc(OC)c(OC)c1 (stereo not given)	i	7%	-4%	-3%	-13%	1%	0%	u	i	-2%	0.1%
Cc1cc(CNC(=O)C(C)Cc2ccccc2)nn1C (stereo not given)	x	-4%	-3%	-7%	9%	3%	x	-9%	x	-7%	-0.4%
CCOc1ccccc1NC(=O)CC1Nc2ccccc2NC1=O (stereo not given)	i	-3%	-9%	-29%	-6%	-7%	1%	-10%	i	-14%	3.7%
Cc1ccc(C)c(C(=O)N(Cc2nc(-c3ccc(Cl)cc3)no2)C(C)C)c1	x	u	-5%[2.3 µM]	46%	-31%	-1%	0%	-5%	x	u	-2.2%
CCNc1ncc2nc(-c3ccccc3)c(=O)n(C)c2n1	i	4%	u	8%	-7%	-6%	0%[11.4 µM]	0.79µM*	i	u	-0.5%
CCOC(=O)CCc1c(C)c2ccc(OCC(=O)N(CC)CC)c(C)c2oc1=O	i	7%	u	13%	-8%	1%	0%	20µM*	i	0%	0.0%
CC(C)(C)NC(=O)C(c1ccccc1)N(C(=O)c1csnn1)C1CC1 (stereo not given)	i	-3%	-3%	-2%	2%	-1%	0%	21%	i	-5%	0.5%[57.5 µM]
CCN(CC)S(=O)(=O)c1ccc2c(c1)nc(CCC(=O)OCc1c(C)noc1C)n2C	i	-4%	-1%	-3%	-5%	-1%	1%	8%	i	u	-0.2%[57.5 µM]
CN(C)Cc1c(O)ccc2[nH]cnc12	i	5%	-2%	-2%	-10%	-11%	5%	5%	i	7%	-2.7%[0.369 µM]
CC(C)(C)C(=O)Cn1c(=O)n(CC2CCCO2)c(=O)c2ccccc21 (stereo not given)	i	1%	0%	-10%	-17%	0%	-1%	13%	i	4%	-0.1%
CCc1[nH]nc2c1C1(CCN(C(=O)OCc3ccccc3)CC1)C(C#N)=C(N)O2	i	7%	-1%	0%	-28%	-7%	0%	7%	i	u	-0.4%[57.5 µM]
N#CC1(c2c(O)nc3n(c2=O)CCCS3)CCCCC1	i	-10%	u	3%	51%	-3%	2%	-13%	i	u	5.7%[1.84 µM]
CC(C)(C)NC(=O)CSc1nnc(NC(=O)CCn2cnc3ccccc3c2=O)s1	i	-5%	-1%	-2%	-10%	-7%	4%	-5%	u	-5%	-0.1%
Cc1c(C#N)c2ccccc2n1CC(=O)NCCc1c[nH]c2ccccc12	x	-12%	-5%	41%	-1%	-8%	1%	0%	x	-18%	0.0%
N#Cc1nc(COc2ccc(Br)cc2)oc1N1CCCCCC1	x	-25%	u	7%	u	2%	-2%	-3%	x	27%	-0.3%
CCOC(=O)N1CCC(NS(=O)(=O)c2cc3c(cc2Cl)NC(=O)CO3)CC1	i	-6%	-7%	-6%	2%	-6%	-1%	7%	i	1%	3.5%[0.369 µM]
CCC(=O)c1ccc(OCC(=O)Nc2nn3cnnc3s2)cc1	i	-12%	-1%	2%	32µM*	-8%	-5%	-4%	i	-1%	0.0%[57.5 µM]
COC(=O)c1ccc(NC(=O)CN2C(=O)CCC2=O)cc1	i	11%	-2%	-5%	-4%	-5%	0%	11%	u	u	-3.1%
COc1ccc(S(=O)(=O)N(C)CC(=O)Nc2ccc3c(c2)OCCO3)cc1OC	i	2%	2%	2%	-29%	1%	-1%	3%	i	18%	0.1%
Cc1ccc(O)c(-c2cc(C(F)(F)C(F)F)[nH]n2)c1	i	u	-3%	-30%	-27%	0%	-6%	12%	u	28%	-0.4%
COc1ccc(C(=O)Oc2c(CN3CCOCC3)cc(Cl)c3cccnc23)cc1	i	-3%	-26%	3%	-12%	-1%	3%	-2%	i	14%	3.2%
COc1ccc2nc(NC(=O)CSc3nc4cccnc4n3C)sc2c1	i	1%	-2%	286%	-4%	u	-1%	16%	u	u	-2.4%
CCOC(=O)NC(C(F)(F)F)(C(F)(F)F)P(=O)(c1ccccc1)c1ccccc1	x	3%	-3%	-6%	-9%	-1%	0%	-2%	x	-4%	0.3%
COc1ccc(-c2nc3cnc(N4CCOCC4)nc3n(-c3ccc(OC)cc3)c2=O)cc1	i	16µM*	u	i	37%[activator]	-2%	0%[11.4 µM]	-7%	i	u	2.0%

Of the compounds above, three contain a tert-butyl group:
SMILES	Rhodamine autofl	ALOX15 inhib	Hsp90 Hop PPI	Tau filament bind	ERK AVP block	DNA Pol III inh	Luciferase inh	HADH2 inh	Texas Red fluor	CRE-bla Fsk	HBB splicing
CC(C)(C)NC(=O)C(c1ccccc1)N(C(=O)c1csnn1)C1CC1 (stereo not given)	i	-3%	-3%	-2%	2%	-1%	0%	21%	i	-5%	0.5%[57.5 µM]
CC(C)(C)C(=O)Cn1c(=O)n(CC2CCCO2)c(=O)c2ccccc21 (stereo not given)	i	1%	0%	-10%	-17%	0%	-1%	13%	i	4%	-0.1%
CC(C)(C)NC(=O)CSc1nnc(NC(=O)CCn2cnc3ccccc3c2=O)s1	i	-5%	-1%	-2%	-10%	-7%	4%	-5%	u	-5%	-0.1%

(more compounds)
SMILES	Rhodamine autofl	ALOX15 inhib	Hsp90 Hop PPI	Tau filament bind	ERK AVP block	DNA Pol III inh	Luciferase inh	HADH2 inh	Texas Red fluor	CRE-bla Fsk	HBB splicing
Cc1ccc(-n2ncc3c(=O)[nH]c(SC(C)C)nc32)cc1	x	-1%	1%	71%	x	-7%	2%	10%	x	2µM*	0.0%
CCCCN(CCCC)S(=O)(=O)c1ccc(C(=O)Nc2nnc(CSC)o2)cc1	i	53%[activator]	-7%	-4%	10%	-1%	3%	5%	i	-7%	0.4%
Cc1cccc2nc(C(F)(F)F)nc(=O)n12	i	-19%	u	4%	-7%	0%	0%	-19%	i	4%	0.1%[57.5 µM]
Cc1cnc(-c2nnc(N(C)C(=O)c3cccnc3)s2)cn1	i	10%	-6%	6%	4%	50%	-3%	-1%	i	-1%	-4.7%
O=C(COc1ccc(Cl)cc1)OCC(=O)N1CCCC1	i	4%	1%	-7%	20%	-3%	2%	9%	i	0%	3.4%
Cc1cc2nnc(SCC(=O)N3C(C)CCCC3C)n2c(N)n1 (stereo not given)	i	-3%	-1%	-3%	-10%	-2%	0%	0%	i	-7%	-0.4%
CO[C@H]1COC(=O)C/C=C\[C@H](C)COC(=O)[C@@H](OCc2ccccc2)/C=C\[C@@H]1C	x	6%[11.4 µM]	x	x	1%[11.5 µM]	x	1%[11.4 µM]	8%[11.4 µM]	x	x	1.6%[9.22 µM]
COc1cccc(N2C(=O)C3CCCN3C2c2ccc(Cl)cc2)c1 (stereo not given)	x	7%	-2%	5%	-18%	-5%	0%	4%	x	-10%	-0.7%
O=C1CSc2ccc(C(=O)N3CCN(c4ccccn4)CC3)cc2N1	i	6%	-3%	-6%	5%	2%	0%	13%	i	18%	4.8%[1.84 µM]
CCOC(=O)CSc1nnc(CSc2nc3ccccc3s2)n1C	i	24%	-1%	8%	9%	-7%	-1%	2%	i	u	-0.9%
c1ccc(-n2c(Sc3cnccn3)nnc2-c2cccs2)cc1	i	-5%	u	-4%	14%	7%	1%	15%	i	2%	-2.1%[57.5 µM]
COC(=O)C1=CN(C)C=C(C(=O)OC)C1c1ccc(Cl)cc1Cl	x	-1%	12%	62%	24%	-4%	-1%	16%	x	u	-5.8%
COc1ccc(C2C(C(=O)NCCN(C)C)c3cc(OC)c(OC)cc3C(=O)N2C)cc1OC (stereo not given)	i	5%	-1%	0%	27%	-7%	2%	1%	i	0%	-0.7%
CCOC(=O)c1c(N)n[nH]c1-c1ccc(OC)cc1	i	1%	-4%	1%	-3%	0%	2%	-10%	u	10%	-0.4%
CC1=C(C(=O)N(C)C)C(c2cccc(Cl)c2)NC(=O)N1 (stereo not given)	i	-10%	-3%	-4%	4%	2%	1%	-19%	u	u	-0.1%[57.5 µM]
CCOC(=O)c1[nH]c(C)c(C(=O)OCC(=O)N2CCCCC2C)c1C (stereo not given)	i	10%	0%	6%	u	-10%	2%	19%	i	u	-0.1%[57.5 µM]
Cc1cccn2cc(CCNS(=O)(=O)c3ccc4c(c3)OCCO4)nc12	x	-2%	1%	0%	x	-6%	3%	u	x	10µM*	0.9%

These rows are one share of the data (hit frequency here may not be typical).
